# Assay outcomes: PubChem BioAssay, Broad Institute
# FN deposit inh – inhibitors of fibronectin matrix deposition, primary screen, AH1F cells, Alexa488-fibronectin fluorescence, plate reader; hit rate 0.086% among 350,000; AH1F fibroblasts, overnight; AID 743247, 2014; inhibition, % at 12.6 µM;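 active means mean inhibition across replicates of 30% or more, regardless of how many single replicates reach that level; inconclusive means mean under 30% yet at least half of replicates reach 30%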;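 further: positive control wells lacked labelled fibronectin entirely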
#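 Material: AH1F fibroblasts assembling fluorescent fibronectin matrix; amount: 10000 AH1F cells/well; medium: DMEM, 2% serum; reagent: Alexa488-fibronectin, 24 nM final in well; dosing: single compound dose, delivered by pin transfer; incubation: 1 h adhesion, overnight exposure; detection: fluorescence after three HBSS washes, excitation 485 nm, emission 525 nm; measure: fibronectin deposition inhibition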
# PAX8 reporter – inhibitors of PAX8-driven TPO luciferase reporter, primary screen, RMG-I cells, single concentration. SteadyGlo, 24 h. inhibition, % at 12.6 µM. hit rate 1.2% among 360,000. AID 652154, 2013;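 active means mean replicate inhibition at least 60% with every replicate also reaching 60%; inconclusive means only one of the two criteria is met; inactive means mean below 60% and not all replicates reaching 60%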;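 further: luciferase light reporting Pax8 driven TPO promoter activity; plate controls were median of neutral control wells for no effect and mitoxantrone controls for full effect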
# PglD DTNB – C. jejuni PglD acetyltransferase inhibitors, primary screen, biochemical, DTNB colorimetric, single point. hit rate 0.098% among 360,000. purified PglD enzyme, DTNB colorimetric CoA detection. UDP-N-acetylbacillosamine N-acetyltransferase PglD (Campylobacter jejuni). AID 602405, 2012. inhibition, % at 12.5 µM; in the data active means inhibition above about 16%, passing the limit was not always enough; inconclusive means no clear call, values can overlap the other calls; further: strong numbers were not always called active
# PGC1a acetyl inh – inhibitors of PGC1a acetylation signal, primary screen, cell-based, U2OS, AlphaScreen, inhibitor mode | inhibition, % at 15.6 µM | hit rate 0.17% among 350,000 | AlphaScreen anti-acetyl-lysine; with virally co-expressed GCN5 acetyltransferase;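 active means every replicate shows inhibition of at least 40%; inconclusive means mean inhibition at least 40% but some replicate below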;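 further: 0% = neutral control wells and 100% = positive control wells; some results beyond the cut were filed as inactive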
# EWS-Fli block – EWS/Fli-driven NR0B1 reporter inhibitors, primary screen, A673 cells, NR0B1 luciferase, luminescence, MLPCN library. viability-normalised. inhibition, % at 12.6 µM. hit rate 0.67% among 350,000. AID 651661, 2012;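 active means mean inhibition of at least 50% after viability correction, with every replicate also passing that limit; inconclusive means mean reaches 50% but only one of two replicates passes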;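 further: firefly luciferase signal divided by Alamar Blue viability fluorescence both relative to DMSO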
# S100A4 MyoIIA – inhibitors of S100A4-myosin IIA peptide binding, primary screen, biochemical, fluorescence polarization, TAMRA-MyoIIA peptide | hit rate 0.14% among 360,000 | Protein S100-A4 (Homo sapiens), P26447 | inhibition, % at 10.7 µM;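 active means mean inhibition of at least 70% across replicates, with every replicate also reaching that level; inconclusive means mean inhibition reaches 70% but some replicates fall short; inactive means mean inhibition below 70%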
# Target sequence (P26447 whole entry, looked up): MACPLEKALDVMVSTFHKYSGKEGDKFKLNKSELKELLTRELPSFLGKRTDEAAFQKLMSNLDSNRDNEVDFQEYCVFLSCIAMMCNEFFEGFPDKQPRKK
#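 Material: S100A4 monomer (human). Medium: Calcium-containing HEPES buffer, pH 7.2. Probe or stimulus: labelled myosin peptide probe, 5 nM. Compound dosing: one concentration per compound. Timing: polarization read 5 min after assay mix addition, stable 5–60 min. Benchmarks: DMSO as neutral control, TFP as positive control.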
# ERAP1 inh – human ERAP1 aminopeptidase inhibitors, primary screen, biochemical, single point, plate reader; Endoplasmic reticulum aminopeptidase 1 (Homo sapiens), Q9NZ08; recombinant ERAP1, Leu-AMC fluorescence, 60 min; inhibition, % at 10.7 µM; hit rate 0.15% among 340,000; AID 652197, 2013;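 active means mean replicate inhibition of at least 30%, or all replicates individually reaching that 30% level; inactive means mean below 30% and not every replicate reaching it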;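 further: 0% = neutral control wells and 100% = L-leucinethiol positive control wells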
# Target sequence (Q9NZ08 whole entry, looked up): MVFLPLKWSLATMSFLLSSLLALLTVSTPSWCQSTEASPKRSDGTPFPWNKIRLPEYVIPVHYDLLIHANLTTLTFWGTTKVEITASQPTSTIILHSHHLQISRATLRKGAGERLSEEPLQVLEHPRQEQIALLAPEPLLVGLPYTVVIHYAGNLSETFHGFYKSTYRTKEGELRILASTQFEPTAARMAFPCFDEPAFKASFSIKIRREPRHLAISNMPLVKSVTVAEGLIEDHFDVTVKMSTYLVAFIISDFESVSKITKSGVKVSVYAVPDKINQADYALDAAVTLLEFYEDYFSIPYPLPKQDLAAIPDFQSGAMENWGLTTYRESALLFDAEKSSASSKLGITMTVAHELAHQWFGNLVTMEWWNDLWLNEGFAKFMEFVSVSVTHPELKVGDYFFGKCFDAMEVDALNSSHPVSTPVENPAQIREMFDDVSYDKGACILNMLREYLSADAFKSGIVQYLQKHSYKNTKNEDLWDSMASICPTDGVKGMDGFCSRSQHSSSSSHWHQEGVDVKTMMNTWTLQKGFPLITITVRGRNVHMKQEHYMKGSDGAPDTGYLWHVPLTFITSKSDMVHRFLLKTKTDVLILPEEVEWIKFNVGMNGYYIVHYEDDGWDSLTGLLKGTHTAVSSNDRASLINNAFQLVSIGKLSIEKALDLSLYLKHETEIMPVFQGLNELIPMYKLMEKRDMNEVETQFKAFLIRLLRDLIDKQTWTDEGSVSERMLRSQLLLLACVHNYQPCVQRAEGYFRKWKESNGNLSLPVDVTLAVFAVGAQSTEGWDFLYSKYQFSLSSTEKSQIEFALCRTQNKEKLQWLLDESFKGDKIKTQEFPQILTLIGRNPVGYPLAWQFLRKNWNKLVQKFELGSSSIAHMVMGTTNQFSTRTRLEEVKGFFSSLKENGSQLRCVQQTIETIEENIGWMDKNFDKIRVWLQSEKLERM
# LGR2 inh – inhibitors of bursicon-induced LGR2 CRE-luciferase signal, primary screen, cell-based, HEK293, CRE-luciferase reporter, bursicon stimulation. bursicon-stimulated, 4 h. inhibition, % at 9.99 µM. hit rate 0.35% among 380,000. AID 720647, 2013;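 active means drop in luminescence signal, shown as inhibition above about 50% in the replicate tests, limit read from the data, passing the limit was not always enough; inconclusive means probably only some replicates passing the limit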;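 further: agonist challenge used bursicon conditioned medium at about half maximal strength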
# The depositor's hits bear a star; ? = inconclusive; / = not tested or not shown; & = joins results of further samples.
Molecule	FN deposit inh	PAX8 reporter	PglD DTNB	PGC1a acetyl inh	EWS-Fli block	S100A4 MyoIIA	ERAP1 inh	LGR2 inh
CC(C)C#Cc1cnc2c(c1)C(=O)N([C@@H](C)CO)C[C@@H](C)[C@@H](CN(C)C(=O)c1ccccc1F)O2	-25	3	-1	32	-16	15	3	1
CCN1CCN(C(=O)c2ccc(S(=O)(=O)Nc3ccccc3)cc2)CC1	-2	1	0	/	-2	4	-1	1
Cc1noc(C)c1NC(=O)N(C)C[C@H]1Oc2ccc(NC(=O)Cc3ccccc3)cc2CC(=O)N([C@@H](C)CO)C[C@H]1C	-1	6	-2	-1	-14	/	/	-5
C[C@H](NC(=O)C[C@@H]1C[C@H]2c3cc(NC(=O)CC4CC4)ccc3O[C@H]2[C@H](CO)O1)c1ccccc1	12	/	2	-4	27	4	1	-4
Oc1c(Cl)cc(Cl)cc1C=Nc1ccc(N2CCOCC2)cc1	-7	9	2	4	-12	-21	0	9
c1cncc(CNc2ncnc3ccc(-c4ccoc4)cc23)c1	0	-18	3	55*	-13	-3	-3	8
COc1ccccc1-n1c(SC)nc2c(sc(=S)n2-c2ccccc2)c1=O	-2	-20	3	/	-8	-8	2	-12
Cc1ccc(C(=O)NCCONC(=O)c2ccc(C)cc2)cc1	/	2	2	1	-6	-1	2	6
COc1ccc2cc(C(=O)C3CCCN(C(=O)CSc4nnc(C)o4)C3)ccc2c1 (centres undefined)	-13	-1	/	/	5	0	-15	7
COC(=O)c1cc2c(c3c4cc(F)ccc4n(S(=O)(=O)c4cccc(C)c4)c13)C(=O)N(Cc1ccc(N(C)C)cc1)C2	-2	25	/	/	-9	-6	-1	/
NS(=O)(=O)c1ccc(NC(=O)COC(=O)CCc2ccccc2)cc1	9	11	4	6	2	14	2	5
COC(=O)[C@]12C[C@H](CC(=O)N3CCSCC3)C(=O)N(CCC3=CCCCC3)C1=C[C@H](COCc1ccccc1)O[C@@H]2C	6	5	/	/	2	3	5	7
O=S(=O)(NC[C@@H]1N[C@@H](CO)[C@@H]1c1ccccc1)c1ccccc1	-15	-7	2	0	-5	4	0	1
COC(=O)c1ccc(CSc2nnc3nc(C)cc(C)n23)cc1	/	7	/	-4	-1	-3	1	-23
CN(C)CC#Cc1ccc([C@@H]2[C@H](CO)N3CCCCN(C(=O)NC4CCCC4)C[C@@H]23)cc1	/	7	2	-2	-2	9	-1	-14
COc1cc(/C=C/C(=O)O)cc(S(=O)(=O)Nc2cc(S(=O)(=O)N3CCCCC3)ccc2Cl)c1OC	-2	-5	2	-4	-2	-3	-1	-3
O=C(Cc1cccc(NC(=O)C2CCCN(C(=O)C3CCC3)C2)c1)Nc1ccc(C(=O)N2CCOCC2)cc1 (centres undefined)	5	-18	-2	/	-8	-2	5	7
C#CCNC(=O)C1=C[C@@H](c2ccccc2)C[C@@H](OCCCCO)O1	0	1&9	-3	14&14	-11&-24	-10&-17	-1&1	-7
COc1ccccc1N1CCN(C2CCCN(C(=O)CC(F)(F)F)C2)CC1 (centres undefined)	4	5	4	/	-10	-6	-1	-4
CC(C)NC(=O)Nc1ccc2c(c1)C(=O)N([C@@H](C)CO)C[C@H](C)[C@H](CN(C)C(=O)NC(C)C)OCCCC[C@@H](C)O2	11	-20	2	3	/	15	1	10
CCC(=O)N1CCCCN2[C@H](CO)[C@H](c3ccc(-c4cccc(C(=O)N(C)C)c4)cc3)[C@@H]2C1	/	-20	3	6	0	11	-2	5
O=C(CN1CCN(C(=O)c2cccc(S(=O)(=O)N3CCCC3)c2)CC1)Nc1ccc(F)cc1	9	12	6	-3	3	-3	9	17
CCCNC(=O)[C@@H]1[C@@H](CO)[C@@H]2Cn3c(ccc(-c4ccc(OC)cc4)c3=O)[C@@H]2N1CC	/	/	/	-2	-2	10	-2	9
CN(C)CC(c1ccccc1)c1ccccc1	-1	4	2	-1	6	-5	/	/
CCN(CC(=O)N1CCc2ccccc2C1)S(=O)(=O)c1ccc2ccccc2c1	2	/	-2	-11	/	/	/	3
CO[C@H]1CN(C)C(=O)c2ccc(NC(=O)c3ccc(F)cc3)cc2OC[C@H](C)N(C)C[C@H]1C	11	0	-3	1	0	11	/	-5
CCOC1=C2CN(S(=O)(=O)c3ccc(C)cc3)[C@H](c3ccccc3)C[C@@H]2N(S(=O)(=O)c2ccccc2)[C@H](c2ccccc2)C1	4	-14	-2	12	7	9	-2	24
Cc1ccc(S(=O)(=O)Oc2ccc(/C=C(/NC(=O)c3ccccc3)C(=O)NCC(=O)O)cc2)cc1	4	-3	/	3	-4	-9	1	2
CSc1cccc(NC(=O)NCc2cccc(CNC(=O)Nc3cccc(SC)c3)c2)c1	-6	13	/	36	8	-2	1	23
COc1ccc(NC(=O)Nc2ccc3c(c2)C(=O)N([C@H](C)CO)C[C@H](C)[C@@H](CN(C)S(=O)(=O)c2cn(C)cn2)OCCCC[C@H](C)O3)cc1	/	-1	0	4	-13	/	/	-8
CC(C)NC(=O)N(C)C[C@H]1Oc2ccc(NC(=O)Cc3cn(C)c4ccccc34)cc2C(=O)N([C@@H](C)CO)C[C@H]1C	/	-4	0	-2	-25	-5	1	13
O=C(NCCc1ccncc1)C(F)(F)F	-5	-105	-6	4	/	/	/	/
CC(=O)Nc1ccc(S(=O)(=O)N(C)CC(=O)Nc2cccc(S(=O)(=O)N3CCCC3)c2)cc1	-1	/	/	/	2	0	-3	-5
CCc1ccc(OCC(=O)N2CCc3ccccc32)cc1	-3	-178	-2	/	-92	-4	-4	-86
O=C(Cc1c[nH]c2ccccc12)NCc1ccccc1F	-1	13	/	/	-6	5	0	-12
N#Cc1ccc(-c2ccc3c(c2)[C@H]2[C@H](CCN2C(=O)CN2CCOCC2)[C@H](CO)N3)cc1	-37	3	-2	-6	-3	-11	0	11
CC1=C(C(=O)Nc2ccc(Cl)cc2C(=O)N2CCC(C(N)=O)CC2)SCCO1	-2	12	-9	/	-1	0	-1	8
Cn1c(SCC(=O)NC2CCCC2)nc2c(c1=O)SCC2	/	13	-2	/	/	23	5	-17
COc1ccccc1CN(C)C[C@H]1OCc2ccccc2-c2c(n(C)c3ccccc23)C(=O)N([C@H](C)CO)C[C@H]1C	10	22	/	-12	-1	28	0	-6
COc1ccc(-c2nc3c4ccccc4ccn3c2Cc2ccccc2C(F)(F)F)cc1OC	-3	4	3	-1	8	0	-5	-34
COc1ccc(/C=N/NC(=O)c2ccc(COc3cccc4cccnc34)cc2)cc1OC	/	-15	-1	-3	-6	6	3	22
CC(Cc1cccs1)NC(=O)c1cccs1 (centres undefined)	4	-101	-12	-1	-56	-3	-1	-28
C[C@@H]1CCCCO[C@H](CN(C)S(=O)(=O)c2ccccc2)[C@@H](C)CN([C@H](C)CO)C(=O)c2cc(NC(=O)C3CCCCC3)ccc2O1	-5	-46	4	2	-1	-14	4	-4
Cc1ccccc1CN1CCN(Cc2ccc3cccc(F)c3n2)CC1CCO (centres undefined)	-1	19	4	3	12	-3	0	13
COCC1CCCN(C(=O)c2cc(COc3ccc4ncccc4c3)on2)C1 (centres undefined)	3	/	3	3	33	1	0	4
CCCCCCCCS(=O)c1sc2nc(C)cc(C)c2c1N (centres undefined)	/	/	4	/	/	-2	10	-6
CCCNC(=O)Nc1ccc2c(c1)C(=O)N(C)C[C@@H](OC)[C@@H](C)CN(C(=O)C1CC1)[C@H](C)CO2	3	0	6	22	-3	1	-2	-3
CN(Cc1cccs1)C(=O)CCCc1c[nH]c2ccccc12	1	-96	/	-18	-1	1	1	-55
C[C@H]1CCCCO[C@@H](CN(C)C(=O)CCCN(C)C)[C@@H](C)CN([C@@H](C)CO)C(=O)c2cc(NC(=O)c3ccncc3)ccc2O1	0	-8	/	0	25	-7	-2	8
COc1cccc(OC)c1C(=O)N1CCNCC1	3	-9	4	/	3	-3	-1	-12

# Going on with the list:
Molecule	FN deposit inh	PAX8 reporter	PglD DTNB	PGC1a acetyl inh	EWS-Fli block	S100A4 MyoIIA	ERAP1 inh	LGR2 inh
CCOc1ccc2nc(N3C(=O)CNC3=S)sc2c1	-5	-55	/	13	16	-2	3	9
CCCCCN(C(=O)CCC(=O)OCC(=O)N1CCCCC1C)c1c(N)n(CCCC)c(=O)[nH]c1=O (centres undefined)	-6	/	4	-5	/	-2	3	0
Oc1ccc(NCc2ccccc2OCc2ccccc2)cc1	5	1	/	/	-17	6	-2	-27
Cc1ccc(S(=O)(=O)Nc2ccc3c(c2)C(=O)N([C@H](C)CO)C[C@H](C)[C@H](CN(C)Cc2ccccc2)OCCCC[C@@H](C)O3)cc1	-3	-3	-1	-2	-8	/	/	13
CSc1ccc(C(=O)N2CCC(CCC(=O)NC3CC3)CC2)cc1	1	-23	1	-3	-3	-2	1	2
O=C(N/N=C\c1cc2c(cc1[N+](=O)[O-])OCO2)c1cccs1	/	-6	-3	/	4	0	1	-6
Cc1cc(C(=O)COC(=O)C23CC4CC(CC(O)(C4)C2)C3)c(C)n1-c1c(C)n(C)n(-c2ccccc2)c1=O	-16	11	-3	3	-7	0	-2	-6
Cc1ccc(C)c(NC(=O)COC(=O)CC2CC3CCC2C3)c1 (centres undefined)	-10	5	/	5	-1	5	0	-8
CCCNC(=O)CN(c1ccc(F)cc1)S(=O)(=O)c1ccc2c(c1)OCCO2	/	/	4	-5	11	3	-1	-9
Cc1ccc2c(C)nc(N/C(N)=N/S(=O)(=O)c3ccc([N+](=O)[O-])cc3)nc2c1	-13	16	-2	/	4	2	3	2
COc1cc(C(=O)N2CCCCCCC2)ccc1OC1CCN(C(C)=O)CC1	-1	/	-1	3	-37	-1	-3	-9
CNC(=O)CSc1ncnc2c1cnn2-c1ccccc1	10	-37	/	1	-35	6	0	-20
CCC(=O)Nc1c(OC(=O)CC)ccc2c(C)cc(=O)oc12	10	6	-3	3	0	-2	0	-8
O=C(C[C@H]1C[C@H](C(=O)N2CCCCC2)[C@@]2(CCc3ccccc3)c3[nH]c4ccc(Cl)cc4c3CCN2C1=O)NCCC1=CCCCC1	4	-17	-3	-3	-3	19	/	0
O=C1CS(=O)(=O)N(Cc2ccc(F)cc2)c2ccccc21	-2	12	0	/	12	-3	/	-1
CCCC#Cc1cnc2c(c1)C(=O)N([C@@H](C)CO)C[C@@H](C)[C@@H](CN(C)S(=O)(=O)c1cn(C)cn1)O2	/	-17	2	1	2	?	3	-8
